Compound activity (PubChem BioAssay)
MBNL1-CUG inh = MBNL1-poly(CUG) RNA binding inhibition. 280,000 compounds, 0.036% hits. Q9NR56. TR-FRET MBNL1-His/biotin-(CUG)12 binding, 665/545 ratio. Potency, µM (highest dose often 57.5 µM), inactives show at the top dose activity change, negative = inhibition, hits mostly inhibitors; active means well fitted inhibition curve with a large enough effect in the signal ratio, with a control signal flat, not every such curve was filed as active; inconclusive means small, poorly fitted or top-dose-only effect, or effect the other way, or a change in a side signal; inactive means no such curve, though single readings can be large or run the other way; the % refers to the signal ratio; further: potency means the concentration at half of the fitted maximal effect; on the % scale 0 is the no-effect control and ±100 the full control effect
Target sequence (Q9NR56 whole entry, looked up): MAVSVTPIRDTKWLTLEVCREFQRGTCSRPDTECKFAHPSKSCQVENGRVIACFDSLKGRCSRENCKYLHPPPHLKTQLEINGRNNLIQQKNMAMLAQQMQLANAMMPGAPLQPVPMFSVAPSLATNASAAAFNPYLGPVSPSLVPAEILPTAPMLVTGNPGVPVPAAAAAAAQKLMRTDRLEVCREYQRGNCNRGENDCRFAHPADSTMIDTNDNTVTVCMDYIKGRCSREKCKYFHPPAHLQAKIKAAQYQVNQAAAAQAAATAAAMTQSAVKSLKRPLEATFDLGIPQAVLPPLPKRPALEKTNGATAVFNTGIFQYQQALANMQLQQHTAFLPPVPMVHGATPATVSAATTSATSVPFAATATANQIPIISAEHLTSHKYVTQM
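Compound titration spanned 92 nM–58 uM against the MBNL1-His/biotin-(CUG)12 complex. After 60 min at room temperature with 5 nM streptavidin-XL665 and 0.055 ng/ul terbium anti-His, ratiometric 665/545 nm emission (Ex 340 nm) normalized to controls.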
Eya2 inh = blocks the phosphatase activity of human Eya2; O00167; recombinant Eya2, OMFP fluorescence dephosphorylation (OMFP is methylfluorescein phosphate); Potency, µM (doses to about 76.9 µM), without a hit: at the highest dose activity, negative = inhibition, most hits filed as inhibitors; 330,000 compounds, 0.006% hits; AID 488837; further: potency means the concentration at half of the fitted maximal effect; on the % scale 0 is the no-effect control and ±100 the full control effect
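Eya2 (0.2 uM) preincubated 10 min at ambient with compound, then OMFP substrate added at 50 uM; 10 min reaction in 50 mM HEPES pH 7.5, 50 mM NaCl, 5 uM MgCl2, 0.05% BSA, 1 mM DTT. Fluorescence read at Ex 485/Em 525 nm.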
ASM inhibitor = inhibitors of human secretory acid sphingomyelinase; AID 504937; 340,000 compounds, 0.006% hits; Potency, µM (series often up to 57.5 µM), inactives show at the top dose activity change, negative = inhibition, most hits filed as inhibitors; placental ASM, HMU-PC fluorogenic substrate, 60 min; P17405; further: potency means the concentration at half of the fitted maximal effect
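Fluorescence read-out (Ex 386 nm, Em 447 nm) after stopping the reaction at pH 10. Enzyme: ASM from human placenta; substrate HMU-PC0, 9 uM final; 60 min, 37 °C. Compound preincubation 10 min, ambient temperature.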
GALK inh = inhibitors of human galactokinase; Potency, µM (titrated, usually from 57.5 µM), inactives show at the highest dose activity change, negative = inhibition, usual class: inhibitors; AID 1868; 270,000 compounds, 0.007% hits; P51570; Purified GALK, Kinase-Glo residual ATP luminescence; further: potency means the concentration at half of the fitted maximal effect; on the % scale 0 is the no-effect control and ±100 the full control effect
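Luminescence from leftover ATP (Ultra-Glo luciferase/luciferin) served as read-out after a 1 h room-temperature reaction of 5 nM GALK with 35 uM ATP and 100 uM galactose.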
USP2a inh = inhibitors of human ubiquitin-specific protease USP2a; 330,000 compounds, 0.01% hits; AID 463254; Potency, µM (top dose mostly 38.3 µM), inactives show at the top dose activity change, negative = inhibition, hits mostly inhibitors; O75604; USP2 core, Ub-CHOP2 coupled fluorogenic reporter, 485/531;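 further: potency means the concentration at half of the fitted maximal effect; plate controls were DMSO wells for no effect and full inhibition by NEM control for full effect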
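Cell-free coupled assay: 10nM USP2 core preincubated 30min RT with compound in Tris-HCl pH 8.0/CaCl2/CHAPS buffer, then 25nM Ub-CHOP2 and 25nM reporter substrate; fluorescence (Ex 485/Em 531) read after 60min RT, normalized to NEM inhibition, concentration-response curves fitted.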
Mito fusion yeast = blocks mitochondrial division or promotes mitochondrial fusion | 320,000 compounds, 0.23% hits | S. cerevisiae fusion-defective mutant growth rescue, CellTiterGlo 48 h | Potency, µM (titrated, usually from 46.1 µM), inactives show at the highest dose growth rescue (activation), actives largely listed as activators;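 further: potency means the concentration at half of the fitted maximal effect; % of control where 0% means no effect; nearly all actives have a fitted effect of over 45% in size; temperature-sensitive fusion mutants such as fzo1-1 at 37 °C on non-fermentable ethanol glycerol medium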
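Read-out: ATP-based luminescence (CellTiterGlo, 10 min ambient) reporting growth of fusion-defective ts yeast after 48 hours at 37C on glycerol/ethanol YPEG medium in the presence of compound.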
PKM2 activator = activators of human pyruvate kinase M2. Potency, µM (series often up to 57.5 µM), inactives show at the top dose activation, usual class: activators. purified PKM2, Kinase-Glo ATP luminescence, activation; response scale: 0% is enzyme alone, no compound. P14618. 260,000 compounds, 0.34% hits; further: potency means the concentration at half of the fitted maximal effect; on the % scale 0 is the no-effect control and ±100 the full control effect; nearly all actives have a fitted effect of over 55% in size
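hPK-M2, >95% pure; 0.1 mM ADP / 0.5 mM PEP final; imidazole pH7.2 buffer w/ 7 mM MgCl2, 50 mM KCl; 1 h RT; Kinase-Glo lum. Intermediate enzyme activity for dual inhibitor/activator qHTS.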
Menin-MLL TR inh = inhibitors of human menin-MLL interaction, mutant MLL peptide | O00255 | Menin + Texas Red MLL mutant peptide, fluorescence polarization | Potency, µM (top dose mostly 61.6 µM), without a hit: top-dose FP activity change, negative = inhibition, usual class: inhibitors | 270,000 compounds, 0.23% hits; active means well fitted inhibition curve with a large enough effect in the polarisation, with a control signal flat, not every such curve was filed as active; inconclusive means small, poorly fitted or top-dose-only effect, or effect the other way, or a change in a side signal; inactive means no such curve, though single readings can be large or run the other way; the % refers to the polarisation; further: potency means the concentration at half of the fitted maximal effect; % of control where 0% means no effect; many of its hits are not listed in these tables
Chronic BCR inh = chronic active BCR signaling inhibition; ABC-DLBCL IkBa-CBG/CBR reporter, luminescence ratio, 4 h; AID 493014; Potency, µM (titrated, usually from 46.1 µM), inactives show top-dose ratio change, negative = lower green/red ratio, hits mostly inhibitors; 340,000 compounds, 0.05% hits; active means well fitted inhibition curve with a large enough effect in the signal ratio, with a control signal flat, not every such curve was filed as active; inconclusive means small, poorly fitted or top-dose-only effect, or effect the other way, or a change in a side signal; the % refers to the signal ratio;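 further: potency means the concentration at half of the fitted maximal effect; plate controls were basal doxycycline-induced cells for no effect and cells given 10 µM MG132 for full effect; MG132 reads +100%, hits lower the ratio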
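TMD8 ABC-DLBCL cells carrying doxycycline-inducible green luciferase fused to IkappaBalpha plus unfused red luciferase were exposed to compounds (up to 46 uM) for 4 hrs at 37C. Activity came from the overlap-corrected green/red luminescence ratio.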
KCNH2 WT inh = blocks the wildtype human KCNH2 potassium channel. Q12809. U2OS, BacMam KCNH2, thallium flux FluxOr; stronger effect = lower value. activity change, % at 1.84 µM. 340,000 compounds, 0.37% hits. AID 720551;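 active means maximum activity change below -70%; inconclusive means maximum activity change between -70% and -50%; inactive means maximum activity change above -50%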; further: on the % scale 0 is the no-effect control and ±100 the full control effect
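U2OS cells were transduced with wild-type KCNH2 virus (2.03 x 10^8 / mL) for 4 h at room temperature, then cultured overnight at 37 C. Thallium flux was read with FluxOr dye. Rate constants were normalized to DMSO controls.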
TSHR antag = antagonists of human thyroid stimulating hormone receptor. AID 504810. TSHR-expressing cells, TSH-stimulated cAMP HTRF, 2 h; stronger effect = lower value. activity change, negative = inhibition, % at 11.5 µM. 330,000 compounds, 0.2% hits;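 active means activity change below a set negative limit, meaning inhibition stronger than a set level, cut at about -70% in these data; inconclusive means activity change between two set negative limits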; further: on the % scale 0 is the no-effect control and ±100 the full control effect
Target sequence (P16473 whole entry, looked up): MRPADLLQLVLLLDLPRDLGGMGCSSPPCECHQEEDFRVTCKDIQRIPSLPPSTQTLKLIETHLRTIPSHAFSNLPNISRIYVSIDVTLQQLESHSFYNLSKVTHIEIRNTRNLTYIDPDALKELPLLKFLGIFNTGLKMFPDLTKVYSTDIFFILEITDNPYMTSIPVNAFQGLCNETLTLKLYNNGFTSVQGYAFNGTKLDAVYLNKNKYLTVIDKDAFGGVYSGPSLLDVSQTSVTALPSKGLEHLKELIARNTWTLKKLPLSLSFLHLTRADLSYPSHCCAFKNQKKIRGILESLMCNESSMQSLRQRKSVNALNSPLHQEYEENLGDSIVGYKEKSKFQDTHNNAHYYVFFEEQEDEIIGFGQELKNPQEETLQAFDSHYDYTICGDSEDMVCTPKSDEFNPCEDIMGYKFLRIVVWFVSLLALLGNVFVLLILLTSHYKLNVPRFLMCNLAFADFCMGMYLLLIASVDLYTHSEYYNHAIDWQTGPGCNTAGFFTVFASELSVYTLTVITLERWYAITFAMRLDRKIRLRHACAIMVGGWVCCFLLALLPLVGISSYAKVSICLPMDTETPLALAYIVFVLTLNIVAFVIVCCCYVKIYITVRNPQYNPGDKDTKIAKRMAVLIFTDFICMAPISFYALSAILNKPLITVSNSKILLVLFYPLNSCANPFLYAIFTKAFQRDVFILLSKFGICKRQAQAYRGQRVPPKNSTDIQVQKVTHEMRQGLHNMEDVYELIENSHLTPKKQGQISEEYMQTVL
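Competitive HTRF cAMP read-out (cryptate anti-cAMP antibody, cAMP-d2; 30 min, room temperature) in freshly harvested TSHR cells. Compounds added before TSH at EC80 (4nM final), followed by 2 hours' incubation at 37 deg C.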
The depositor's hits bear a star; ? = inconclusive; · = not tested or not shown; [ ] = another dose, or the depositor's remark. Unless noted, the call rests on the fitted dose curve; in most records, active means well fitted curve in the direction sought with a large enough effect; inconclusive means small, poorly fitted or top-dose-only effect, or another doubt; inactive means no such curve, though single readings can be large; an effect the other way counts as inactive or inconclusive.

SMILES	MBNL1-CUG inh	Eya2 inh	ASM inhibitor	GALK inh	USP2a inh	Mito fusion yeast	PKM2 activator	Menin-MLL TR inh	Chronic BCR inh	KCNH2 WT inh	TSHR antag
C=CCNC(=O)COc1ccc(Br)cc1Cl	0%	-1%	3%	14%	0%	2%	0%	2%	?	10	-9
COC(=O)C(NC(=O)c1ccccc1Cl)(Nc1ncc(S(=O)(=O)c2ccc([N+](=O)[O-])cc2)s1)C(F)(F)F (configuration not stated)	?	-4%	-3%	0%	0%	0%	18%	7%	22%	7	12
COc1ccc(CNC(=O)CC(NC(N)=O)c2ccccc2Cl)cc1OC (configuration not stated)	-6%	3%	-1%	0%	-1%	0%	·	-13%	0%	14	-24
C=CCn1c(SCC(=O)Nc2ccc(F)cc2F)nc2c([nH]c3ccccc32)c1=O	-5%	6%	-2%	4%	2%	-4%	3%	·	0%	4	10
CCNc1nc(Oc2ccc(Cl)cc2Cl)cc(C(F)(F)F)n1	1%	-12%	-5%	0%	1%	-3%	-1%	-16%	5%	-5	5
Cc1ccc(NC(=O)c2nnn(-c3cccc(C(F)(F)F)c3)c2N)cc1	12%	3%	2%	0%	3%	-5%	-6%	9%	-7%	-2	-4
COc1ccccc1NS(=O)(=O)c1cccc(NS(=O)(=O)c2ccc(Cl)c(C(=O)O)c2)c1	·	18%	9%	·	4%	·	·	·	2%	-24	5
FC(F)(F)c1nc2ccccc2n2c(-c3ccc(Cl)cc3)nnc12	19%	9%	5%	-3%	0%	5%	-2%	12%	9%	-19	-7
C1=C[C@@H]2CCN(Cc3ccccc3)Cc3cccc(c32)C1	·	-14%	11%	·	-2%	-4%	·	·	?	8	13
O=C(COC(=O)COc1ccccc1)Nc1ccc(S(=O)(=O)N2CCOCC2)cc1	-2%	-3%	1%	8%	-1%	0%	-4%	5%	-1%	-17	10
O=S(=O)(c1ccccc1)c1nc(-c2ccccc2)oc1NCc1cccnc1	3%	-1%	2%	4%	2%	5%	28%	12%	3%	-7	7
O=C(COc1coc(CN2CCc3ccccc3C2)cc1=O)Nc1cccc(Cl)c1	·	5%	-5%	·	2%	0%	·	·	?	-5	-6
CCn1cc(C(=O)NCCN(C)CCc2ccccc2)c(=O)c2cc(S(=O)(=O)N(C)C)ccc21	?	6%	1%	1%	-2%	1%	13%	-25%	-3%	7	-1
CC(/C=N/NC(=O)c1ccncc1)=C\c1ccco1	?	-24%	0%	-2%	-2%	-4%	7%	-22%	-26%	-23	-3
CCC(=O)Nc1ccc(NC(=O)C23CC4CC(CC(C4)C2)C3)cn1	3%	-10%	-14%	2%	0%	-2%	0%	-5%	-6%	1	-11
COc1ccc(NC(=O)Nc2nnc(N3CCCCC3C)s2)cc1OC (configuration not stated)	10%	1%	-1%	·	4%	-10%	0%	12%	3%	-19	6
CC1(C)Cc2c(c(N3CCOCC3)nc3sc4c(=O)[nH]cnc4c23)CS1	22%	12%	-3%	-1%	2%	7%	2%	-19%	?	-3	-11
CCN(CC)CC(=O)Nc1ccccc1SCC(=O)Nc1ccsc1C(=O)OC	0%	-13%	2%	12%	-7%	0%	4%	-21%	-15%	6	0
O=C(Nc1ccc2c(c1)OCO2)C1CCCCC1	3%	2%	2%	-3%	1%	2%	-1%	9%	?	-11	-9
Cn1cc(P(=S)(N2CCOCC2)N2CCOCC2)cc1P(=O)(N1CCOCC1)N1CCOCC1	-2%	-1%	9%	-7%	-1%	2%	1%	9%	0%	-4	-2
COCc1cc(C)nc2sc3c(=O)n(Cc4ccco4)nnc3c12	-5%	9%	-19%	0%	1%	-4%	27%	0%	?	-8	0
COc1ccc(NC(=O)/C(C#N)=C\C=C\c2ccco2)cc1	?	-10%	-15%	1%	0%	-2%	-10%	?	-16%	1	-9
CC1CCCC(NC(=O)CCNS(=O)(=O)c2ccc(Br)cc2)C1C (configuration not stated)	0%	-19%	-2%	0%	2%	14%	8%	1%	3%	3	14
O=c1o[nH]c(-c2ccccc2)c1C1=NCCCCC1	-5%	-1%	0%	7%	0%	5%	-4%	2%	0%	-6	-2
CC(C)(Oc1ccc(Cl)cc1)C(=O)NCc1ccco1	-9%	-3%	-4%	-2%	-2%	-3%	6%	6%	-6%	0	0
Other records:
SMILES	MBNL1-CUG inh	Eya2 inh	ASM inhibitor	GALK inh	USP2a inh	Mito fusion yeast	PKM2 activator	Menin-MLL TR inh	Chronic BCR inh	KCNH2 WT inh	TSHR antag
Clc1ccccc1-c1nnc2sc(-c3ccco3)nn12	5%	2%[15.4 µM]	-5%	1%	2%	5%	0%	-5%	0%	7	-6
COc1ccccc1CCNC(=O)c1cc(COc2cccc(C(F)(F)F)c2)on1	-2%	-6%	2%	-5%	3%	6%	·	·	-1%	-7	-27
CCN(CC)CC(O)Cn1c2ccccc2c2ccccc21 (configuration not stated)	-1%	6%	3%	0%	1%	-4%	-5%	-11%	-17%	5	-2
Cc1ccc(/C(N)=N/OC(=O)CCCc2ccccc2)cc1	2%	-13%	0%	3%	-3%	5%	-1%	·	?	-4	19
CC1CC(C)CN(C2CCN(Cc3cccnc3)CC2)C1 (configuration not stated)	-10%	15%	·	1%	5%	-3%	4%	0%	13%	·	-9
O=C(NCCCN1CCOCC1)c1ccc(NS(=O)(=O)c2cccc([N+](=O)[O-])c2)cc1	?	8%	3%	-2%	-1%	-2%	4%	-1%	1%	-12	-1
CC(C)c1ccc(NC2CCCN(C(=O)c3n[nH]c4c3CCC4)C2)cc1 (configuration not stated)	-1%	-16%	0%	-4%	3%	11%	·	0%	4%	-7	-24
c1cncc(-c2nnc(C3CCCCC3)o2)c1	-9%	11%	-2%	4%	0%	2%	0%	0%	1%	-2	23
Cc1ccc(Nc2cc(C)nc3ncnn23)cc1	-2%	-3%	4%	-3%	3%	-2%	-4%	?	?	0	33
Cc1nc(CSc2nnc3scc(-c4ccc(Cl)cc4)n23)cs1	3%	-18%	-1%	-1%	2%	4%	1%	-1%	5%	-12	-12
O=C(CCN1c2ccccc2Sc2ccccc21)OCc1nnc(-c2ccccc2)o1	10%	-6%	-6%	4%	-12%	3%	3%	-1%	0%	-3	-8
CCCCNCCOCCOc1ccc(C)cc1Br	?	9%	·	0%	0%	4%	2%	-17%	-6%	24	-1
CCOC(=O)c1[nH]c(C)c(/C(O)=C2\C(=O)C(=O)N(CCN(C)C)C2c2cccc(OC)c2OC)c1C (configuration not stated)	3%	7%	1%	4%	-2%	-8%	-6%	1%	?	16	15
O=C(NC(=S)NCC1COc2ccccc2O1)c1ccccc1 (configuration not stated)	-2%	-7%	-16%	-2%	-1%	?	0%	21%	7%	2	-14
Cc1nc(-n2[nH]c3c(c2=O)CCCC3)[nH]c(=O)c1Cc1ccccc1	4%	?	0%	0%	8%	-5%	-1%	4%	?	-1	1
COc1ccccc1OCc1cc(C(=O)NCc2ccc(N3CCCC3=O)cc2)no1	0%	-4%	0%	9%	-2%	18%	·	-27%	-10%	9	6
Cc1ccc(N2C(=O)c3cccc4c(Oc5ccccc5[N+](=O)[O-])ccc(c34)C2=O)c(C)c1	·	1%	-12%	2%	0%	8%	1%	-1%	1%	-22	-14
N/C(=N\N=C\c1ccc([N+](=O)[O-])cc1)c1nonc1N	11%	-3%	1%	·	-3%	-3%	1%	·	?	-4	0
Cc1cc(C)nc(NC(=O)c2cc([N+](=O)[O-])cc([N+](=O)[O-])c2)n1	?	2%	5%	·	1%	-3%	4%	-1%	-3%	1	-5
O=[N+]([O-])c1ccccc1N/N=C/c1ccc2c(c1)OCO2	6%	5%	-4%	13%	1%	0%	-17%	?	5%	2	4
Cc1cc(C)c2c(=O)n(CC(=O)NCCCN3CCOCC3)sc2n1	-1%	11%	5%	0%	1%	-12%	-48%	-19%	?	-2	0
O=C(Nc1cccc(Cl)c1)OCc1cnc(Cl)s1	-2%	-12%	-6%	-1%	5%	0%	4%	18%	?	1	13
Cc1ccccc1S(=O)(=O)Cc1ccc(C(=O)N2CCN(C3CCCCC3)CC2)o1	-9%	-30%	-1%	0%	0%	-7%	10%	-13%	1%	-1	-6

Only part of the results is shown, so the mix of outcomes need not match the whole.
